EPAC1 agonist – agonists of human EPAC1. Potency, µM (series often up to 154 µM), without a hit: at the highest dose activation, usual class: activators. actives 0.073% (n = 360,000). O95398. EPAC1 agonist qHTS, biochemical assay; response scale: 100% = response to 6.5 mM cAMP; further: potency means the concentration at half of the fitted maximal effect; nearly all actives have a fitted effect of over 60% in size
Target sequence (O95398 whole entry, looked up): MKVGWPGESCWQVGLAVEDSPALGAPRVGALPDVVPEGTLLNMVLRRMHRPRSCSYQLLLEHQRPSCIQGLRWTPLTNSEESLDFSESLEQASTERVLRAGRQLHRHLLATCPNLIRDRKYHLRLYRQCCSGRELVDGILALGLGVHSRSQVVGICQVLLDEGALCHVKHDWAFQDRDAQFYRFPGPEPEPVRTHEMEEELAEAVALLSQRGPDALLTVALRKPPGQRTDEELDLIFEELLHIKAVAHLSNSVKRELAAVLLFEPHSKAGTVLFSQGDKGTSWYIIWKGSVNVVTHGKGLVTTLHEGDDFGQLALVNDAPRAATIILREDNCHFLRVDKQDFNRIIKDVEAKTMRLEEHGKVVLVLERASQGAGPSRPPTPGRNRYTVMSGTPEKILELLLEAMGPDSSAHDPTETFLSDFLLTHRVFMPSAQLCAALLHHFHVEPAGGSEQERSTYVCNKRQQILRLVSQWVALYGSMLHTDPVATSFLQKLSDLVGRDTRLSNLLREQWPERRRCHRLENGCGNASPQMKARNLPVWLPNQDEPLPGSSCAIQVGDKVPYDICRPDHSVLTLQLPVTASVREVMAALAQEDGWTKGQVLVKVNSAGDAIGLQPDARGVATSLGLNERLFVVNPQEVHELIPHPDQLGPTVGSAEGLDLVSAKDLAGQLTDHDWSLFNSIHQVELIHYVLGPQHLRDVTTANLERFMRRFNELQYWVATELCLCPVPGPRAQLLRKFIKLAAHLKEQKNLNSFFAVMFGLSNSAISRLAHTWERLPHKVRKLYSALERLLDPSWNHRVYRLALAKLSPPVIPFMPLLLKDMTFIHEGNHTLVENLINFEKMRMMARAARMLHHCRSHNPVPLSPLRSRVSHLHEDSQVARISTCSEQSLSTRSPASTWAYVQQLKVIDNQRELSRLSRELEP
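Nucleotide exchange by EPAC1 (100 nM) on Rap1B–BODIPY-GDP (250 nM) in the presence of 50 uM GDP is tracked fluorescently at 480/540 nm over 30 min. Signals are normalized to a 6.5 mM cAMP control.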
PI5P4K alpha inh – inhibitors of human PI5P4K alpha; actives 1.2% (n = 330,000); max response, %; AID 652105; PI5P4Kalpha enzyme, ADP-Glo luminescence, 60 min; stronger effect = lower value; P48426; active means max response of -50% or lower; inconclusive means between -30% and -50%; inactive means -30% or higher; further: value at the top dose of about 77 µM; on the % scale 0 is the no-effect control and ±100 the full control effect
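Reactions run in 0.038 M HEPES pH 7.4, 0.28 mM EGTA, 0.1% CHAPS and 5% DMSO, with PI5P4Kalpha, substrate, compound and 5 microM ATP final, one hour at room temperature. Readout is ADP-Glo luminescence.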
WRN helicase inh – inhibitors of human WRN helicase; AID 651768; Potency, µM (doses to about 114 µM), for inactives: at the top dose activity change, negative = inhibition, most hits filed as inhibitors; WRN helicase unwinding, fluorescent forked duplex, kinetic; Q14191; actives 0.46% (n = 360,000); further: potency means the concentration at half of the fitted maximal effect; on the % scale 0 is the no-effect control and ±100 the full control effect; nearly all actives have a fitted effect of over 55% in size
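Kinetic fluorescence helicase assay: unwinding of a quenched forked DNA duplex (100 nM final) with 2 mM ATP final raises red fluorescence (525/598 nm). Compounds sat 15 min at room temperature with 20 nM WRN beforehand.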
IL-2 act – activators of IL-2. IL-2 activation reporter assay, cell-based qHTS; stimulated with anti-CD3/CD4/CD28 beads; in transgenic mouse T cells. activation, % (series mostly up to about 46 µM). actives 0.065% (n = 360,000). AID 652025; in the data active means activation above about 50%; inconclusive means mostly about 30% to 49%; further: 0% is about no effect
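Readout: EGFP and DsRed signals by fluorescent plate cytometry. Unstimulated transgenic mouse T cells received compound 60 min before antibody-bead stimulation, then incubated 18 h at 37 degrees C.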
aSyn rescue – rescues yeast growth from alpha-synuclein toxicity; Potency, µM (series often up to 46.1 µM), for the others: top-dose growth rescue (activation), usual class: activators; Yeast expressing alpha-synuclein, growth rescue, BacTiter-Glo, 24 h; actives 0.14% (n = 370,000); further: potency means the concentration at half of the fitted maximal effect; % of control where 0% means no effect; nearly all actives have a fitted effect of over 65% in size
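Galactose-induced alpha-syn yeast (OD600=0.02, raffinose-pregrown) + pinned cpd, 24 hr, 30 deg C; growth by BacTiter-Glo luminescence. Growth restoration scores as activation.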
FUS suppressor – rescues growth of FUS-expressing yeast; S. cerevisiae FUS-expressing, growth rescue, OD600, 24 h; Potency, µM (highest dose often 76.6 µM), for inactives: at the highest dose growth rescue (activation), actives largely listed as activators; actives 0.24% (n = 390,000); AID 1347120;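 further: potency means the concentration at half of the fitted maximal effect; plate controls were DMSO vehicle for no effect and reference control for full effect; nearly all actives have a fitted effect of over 55% in size; some results filed as inactive show a strong effect at the top dose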
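Compound concentration series was pinned onto galactose-induced FUS-expressing yeast seeded at OD 0.005. Plates sat 24hr at 30C; absorbance at 600 nm gave growth. DMSO served as background control.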
PLK1 PBD inh – blocks phosphopeptide binding to human PLK1 polo-box domain | P53350 | Plk1 PBD binding of FITC phosphopeptide, fluorescence polarization | Potency, µM, without a hit: max response, negative = inhibition, actives largely listed as inhibitors | actives 2.8% (n = 360,000); further: potency means the concentration at half of the fitted maximal effect; series mostly up to about 57 µM; on the % scale 0 is the no-effect control and ±100 the full control effect; nearly all actives have a fitted effect of over 65% in size
Abeta yeast res – restores growth of yeast expressing A-beta42 peptide | yeast expressing A-beta42, growth rescue, OD600, 48 h; response scale: 0% DMSO, 100% iron-clioquinol control | Potency, µM (series often up to 46.1 µM), for inactives: at the top dose growth rescue, usual class: activators | actives 0.063% (n = 410,000) | AID 1347071; further: potency means the concentration at half of the fitted maximal effect; nearly all actives have a fitted effect of over 55% in size
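Yeast A-beta toxicity model in growth medium with pinned compounds, 48 h at 30 C; growth read as absorbance at 600 nm. Normalized to FeCl3/clioquinol equimolar mix (positive) and DMSO (negative).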
EPAC1 antag – antagonists of human EPAC1 | O95398 | EPAC1 GEF assay, Rap1b-BODIPY-GDP exchange fluorescence | Potency, µM (doses to about 115 µM), for the others: at the highest dose activity change, negative = inhibition, hits mostly inhibitors | actives 0.14% (n = 360,000) | AID 720709;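 further: potency means the concentration at half of the fitted maximal effect; plate controls were vehicle for no effect and positive control for full effect; nearly all actives have a fitted effect of over 50% in size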
Numbers without * were called inactive; u = inconclusive; x = no result given; & = joins results of further samples; [ ] = another dose, or the depositor's remark. Unless noted, the call rests on the fitted dose curve; in most records, active means well fitted curve in the direction sought with a large enough effect; inconclusive means small, poorly fitted or top-dose-only effect, or another doubt; inactive means no such curve, though single readings can be large; an effect the other way counts as inactive or inconclusive. Compounds as they come. About 4.1% of those tested had a hit in this group.

Start of the listing, in advance (3 entries):
SMILES	EPAC1 agonist	PI5P4K alpha inh	WRN helicase inh	IL-2 act	aSyn rescue	FUS suppressor	PLK1 PBD inh	Abeta yeast res	EPAC1 antag
COC(=O)c1cn(-c2ccccc2)nc1-c1cccnc1	13%	x	-4%	-2.3	1%	24%	-8%	-3%	-20%
O=C(NCCc1ccccc1)c1ccc(-c2cccnc2)c2ccoc12	11%	-4	-9%	-0.2	-4%	0%	-10%	-34%[inhibitor]	-10%
Cc1cc(Nc2nnnn2-c2ccccc2)n(-c2ccccc2)n1	7%	x	-5%	6.0	-1%	13%	-3%	-16%	-5%

The whole of this part, from the start:
SMILES	EPAC1 agonist	PI5P4K alpha inh	WRN helicase inh	IL-2 act	aSyn rescue	FUS suppressor	PLK1 PBD inh	Abeta yeast res	EPAC1 antag
COC(=O)c1cn(-c2ccccc2)nc1-c1cccnc1	13%	x	-4%	-2.3	1%	24%	-8%	-3%	-20%
O=C(NCCc1ccccc1)c1ccc(-c2cccnc2)c2ccoc12	11%	-4	-9%	-0.2	-4%	0%	-10%	-34%[inhibitor]	-10%
Cc1cc(Nc2nnnn2-c2ccccc2)n(-c2ccccc2)n1	7%	x	-5%	6.0	-1%	13%	-3%	-16%	-5%
CN(CC(=O)N1CCc2ccccc2C1)c1ccccc1	-5%	3	6%	1.1	u	9%	-2%	u	-5%
Clc1ccccc1CO/N=C1\CCCc2nonc21	9%	-7	-4%	-2.3	8%	8%	2%	5%	u
CCC1(c2ccc(Cl)cc2)NC(=O)N(CC(=O)NC2(C#N)CCCCC2)C1=O (stereo not drawn)	-16%	-1	-2%	-0.1	-8%	5%	-2%	4%	-17%
O=C(NCc1ccccc1)c1cc(=O)nc2sc(-c3ccccc3)nn12	-3%	-7	2%	-0.4	8%	x	1%	-3%	7%
O=C1CSCc2nc3ccccc3n21	-4%	-1	1%	-4.7	4%	x	6%	-18%	11%
Cc1ccccc1NC(=O)Cn1cnc2c(oc3nc4c(cc32)COC(C)(C)C4)c1=O	6%	-19	-2%	-1.4	-11%	37%	-6%	-26%	11%
O=S(=O)(c1ccc2ccccc2c1)N1CCN(C(=S)Nc2ccccc2F)CC1	9%	0	-4%	-1.3	5%	7%	-28%	u	u
O=C(CCCc1c[nH]c2ccccc12)N[C@@H](Cc1c[nH]c2ccccc12)C(=O)O	0%	5	4%	-2.0	-5%	9%	-14%	4%	-12%
COC(=O)c1ccc(N2NC(=O)/C(=C/c3cc(OC)c(O)c(OC)c3)C2=O)cc1	2%	-29	-12%	0.7	-1%	20%	19%	-7%	11%
O=C(C[n+]1ccncc1)c1ccccc1	5%	-19	-25%	1.5	-1%	20%	-16%	13%	-4%
COc1ccc(C)cc1Nc1nc(-c2c[nH]c3ccccc23)cs1	-6%	-14	11%	3.4	-8%	u	u	3%	-23%
Cc1cc(C)c2nc(NC(=O)c3cc(C)on3)sc2c1	-4%	3	-2%	0.0	-2%	15%	-14%	-4%	7%
Cn1c(=O)c2c(nc(N3CCOCC3)n2CCCNC2=NCCCCC2)n(C)c1=O	3%	-11	13%	-2.0	x	-2%	-5%	-4%	9%
CCN(CC)S(=O)(=O)c1ccc(N2CCOCC2)c(NC(=O)c2ccc(NC(C)=O)cc2)c1	0%	2	-2%	-2.1	2%	-16%	-4%	5%	-1%
COc1ccc(C(=O)Nc2ccnn2C2CCN(CC3CC=CCC3)CC2)cc1 (stereo not drawn)	2%	-5	u	-1.8	-9%	x	-1%	-16%	8%
CC(C)(C)c1cc(NC(=O)C2(C)CCN2C(=O)C2(c3ccccc3)CCCC2)no1 (stereo not drawn)	-11%	11	-5%[57.1 µM]	-0.7	-20%	30%	3%	8%	-24%
CCN(CC)c1ccc(NC(=O)c2c(C)noc2C)cc1	-9%	0	-3%	4.8	-2%	0%	0%	10%	-5%
O=C(NNc1ncnc2sccc12)c1ccc(Cl)cc1	10%	6	-32%	0.3	-11%	11%	-10%	15%	2%
O=C(COC(=O)Cc1ccc(Cl)cc1Cl)NC1CC1	2%	0	4%	-0.3	6%	-12%	-5%	0%	0%
NS(=O)(=O)c1cccc(NC(=O)CSc2nc3ccccc3[nH]2)c1	2%	1	-2%	-0.4	-1%	-20%	-10%	-5%	-24%
CC(=O)Nc1cccc(NC(=O)CSc2nnc(Cc3cccn3C)n2CCc2ccccc2)c1	-1%	x	-4%	-2.5	3%	u	-9%	0%	1%
Cc1ccccc1S(=O)(=O)N1[C@@H](c2cccc(Cl)c2)C(C(=O)OC(C)(C)C)=CC[C@H]1c1ccc(Cl)cc1	-1%	-2	-10%	-0.5	-3%	3%	-13%	-12%	-16%
Cc1oc(S(=O)(=O)N2CCCC2)cc1C(=O)Nc1ccccc1	-2%	0	4%	-2.0	u	-4%	-2%	-7%	-12%
CCOC(=O)N1CCN(S(=O)(=O)N2CCCC(C(=O)NCc3cccc(OC)c3)C2)CC1 (stereo not drawn)	-2%	5	-7%	2.1	-1%	24%&-2%	-4%	8%&4%	-5%
O=C(O)C1=C[C@@H](C2CC2)C[C@@H](OCc2ccc(CO)cc2)O1	7%	-3	-2%	-0.1	3%	-25%	-3%	4%	0%
Fc1ccc(NC(=S)Nc2cccc3ccccc23)cc1	8%	7	7%	0.5	9%	20%	-19%	18%	-22%
COc1ccc(NC(=O)CSc2nnc(C)n2C2CCCCC2)cc1	7%	-9	6%	-4.7	8%	-1%	-25%	2%	-13%
CC(=O)Nc1cc2c3c(cccc3c1)-c1ccccc1-2	8%	13	-14%	14	-14%	-19%	0%	0%	-7%
Cc1ccc(C(C(=O)NC2CCCCC2)N(C(=O)Cc2c[nH]c3ccccc23)c2ccccc2)o1 (stereo not drawn)	-4%	x	-15%	-2.6	-20%	u	-8%	5%	1%
CCOc1cccc(OCCOCCN(C)Cc2ccccc2)c1	-1%	2	7%	-0.6	0%	9%	-2%	2%	9%
COC(=O)c1cc(N2C(=O)C3C4C=CC(CC4)C3C2=O)ccc1Cl (stereo not drawn)	3%	8	8%[57.1 µM]	0.5	-7%	1%	-8%	-11%	-3%
Cc1cc(=O)oc2cc(OCC(=O)N3CC[C@@]4(O)CCCC[C@H]4C3)c(Cl)cc12	-1%	4	-7%	-0.1	1%	-6%	3%	3%	-4%
C=C1CCC[C@]2(C)C[C@H]3OC(=O)C(CNCCN(C)C)[C@H]3CC12 (stereo partly drawn)	4%	0	0%	-2.0	0%	-2%	-5%	15%	-3%
NS(=O)(=O)c1ccc(NC(=O)Nc2cccc(Cl)c2)cc1	9%	8	2%	-0.9	-11%	13%	-5%	0%	1%
CCn1c(SCc2ccccc2)nc2ccccc2c1=O	22%	11	-1%	-0.2	-1%	15%	-3%	0%	-13%
Cc1cccc(CC(C)NC(=O)c2cc(COc3ccc(C)c(C)c3)on2)n1 (stereo not drawn)	6%	13	u	-5.3	1%	x	-1%	-3%	u
CN(CC(=O)Nc1ccc(Cl)cc1)C(=O)c1ccc(N2CCCC2=O)cc1	-3%	0	-8%	-0.4	-8%	45%	-13%	-13%	-36%
N#Cc1cc(C#N)c(N2CCN(c3ccccn3)CC2)nc1N	7%	x	-1%	0.7	-4%	27%	-5%	-18%	10%
Cc1cc(C)c(S(=O)(=O)Nc2ccccc2-c2ccccc2)c(C)c1	5%	21	-4%	-0.7	3%	x	-2%	-1%	-15%
CCSCc1nc2ccccn2c1Br	-6%	1	8%	-4.1	9%	-29%	-8%	2%	5%
O=C(NNC(=O)c1ccc[nH]1)c1cccc(C(F)(F)F)c1	-11%	2	-1%	-0.6	0%	-14%	-9%	11%	-17%
Cc1cc(C)cc(Nc2c3c(nc4ncnn24)CCC3)c1	4%	1	-31%[57.1 µM]	-1.6	u	14%	-8%	-11%	14%
Cc1ccccc1NC(=O)N1CCCC(c2nc(-c3ccc(F)cc3)no2)C1 (stereo not drawn)	6%	x	-4%	-0.2	4%	21%	-8%	2%	1%
CCc1nnc(NC(=O)c2ccc(-c3ccccc3Cl)o2)s1	3%	12	-5%	-1.1	x	1%	2%	-1%	8%
CCOC(=O)c1cc2cc(OC)ccc2n1C1CCN(CCc2ccccc2)CC1	8%	12	-15%	-1.1	5%	23%	-8%	-9%	-11%
CCCOc1ccc(N/C=C/C(=O)c2ccc(OC)c(OC)c2)cc1	5%	8	1%	-0.5	16%	20%	21µM*	-11%	-12%
O=C(Nc1nnc(-c2ccncc2)s1)Nc1ccccc1F	2%	-1	8%	-2.9	1%	3%	-9%	2%	15%

Continuation:
SMILES	EPAC1 agonist	PI5P4K alpha inh	WRN helicase inh	IL-2 act	aSyn rescue	FUS suppressor	PLK1 PBD inh	Abeta yeast res	EPAC1 antag
Cc1onc(-c2ccccc2)c1C(=O)OCCOc1ccccc1F	-1%	10	2%	-2.9	2%	12%	27µM*	-14%	3%
CCOc1ccccc1C(=O)NC(C(=O)NCCc1ccccn1)C(C)C (stereo not drawn)	2%	-3	-20%	-3.4	-5%	x	-4%	8%	11%
O=C(NN1CCOCC1)c1cc(S(=O)(=O)Nc2cccc(C(F)(F)F)c2)ccc1Cl	-3%	0	8%	-0.1	3%	17%	3%	9%	2%
Cc1ccc(Cn2c(=N)c(C(=O)NC3CCCC3)cc3c(=O)n4ccccc4nc32)cc1	u	-2	1%	-0.6	3%	10%	50%[activator]	10%	-14%
CCOCC(=O)Nc1nc2ccc(S(C)(=O)=O)cc2s1	16%	-1	-1%	-0.7	0%	-19%	-5%	6%	10%
NC(=O)c1cccc(Nc2nc(C(N)C3CCCCC3)cs2)n1 (stereo not drawn)	-10%	0	-4%	0.2	0%	-9%	-4%	-9%	-4%
O=C(COc1cccc(C(F)(F)F)c1)Nc1nnc(C2CC2)s1	1%	1	-18%	-0.3	-1%	1%	1%	1%	1%
O=C(NCc1ccc(Cl)c(Cl)c1)c1cc(C2CCCCN2C(=O)c2ccccn2)on1 (stereo not drawn)	5%	0	-11%	-0.5	0%	14%	-5%	-12%	u

High-throughput results as filed in PubChem BioAssay.
